LmPK inh – blocks Leishmania mexicana pyruvate kinase activity; 0.37% of 290,000 active; purified LmPK, Kinase-Glo ATP luminescence, 1 h; AID 1721; Potency, µM (titrated, usually from 57.5 µM), for inactives: at the top dose activity change, negative = inhibition, usual class: inhibitors; Q27686; further: potency means the concentration at half of the fitted maximal effect; on the % scale 0 is the no-effect control and ±100 the full control effect
Target sequence (Q27686 whole entry, looked up): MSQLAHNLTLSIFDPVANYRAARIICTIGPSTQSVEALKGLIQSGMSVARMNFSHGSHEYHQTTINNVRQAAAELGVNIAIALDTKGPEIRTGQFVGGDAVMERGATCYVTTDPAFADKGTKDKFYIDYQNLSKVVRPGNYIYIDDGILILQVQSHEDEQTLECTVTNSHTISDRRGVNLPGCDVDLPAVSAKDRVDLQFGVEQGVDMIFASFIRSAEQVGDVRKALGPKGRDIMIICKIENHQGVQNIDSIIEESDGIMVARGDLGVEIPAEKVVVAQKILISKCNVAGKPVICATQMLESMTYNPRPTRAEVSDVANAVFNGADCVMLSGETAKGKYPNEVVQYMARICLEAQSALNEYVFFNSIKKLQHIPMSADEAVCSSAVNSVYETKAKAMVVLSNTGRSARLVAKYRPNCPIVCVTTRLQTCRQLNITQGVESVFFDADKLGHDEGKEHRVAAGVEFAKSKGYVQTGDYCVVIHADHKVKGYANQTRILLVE
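Kinase-Glo luminescence read after 1 h RT reaction of 0.1 nM LmPK with 0.5 mM PEP and 0.1 mM ADP. Activity scaled between uninhibited and enzyme-free controls.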
CHX counter – affects cycloheximide protein synthesis inhibition readout, counter-screen. cell reporter, cycloheximide protein synthesis inhibition counterscreen. 12% of 300,000 active. max response, %; in the data active means max response mostly above about 13%, no sharp cut-off; inactive means mostly below about 14%; further: read at 38.3 µM for the half of the compounds with a filed dose; 0% is about no effect
Pf growth 48h – inhibits P. falciparum growth in the first generation, 48 h; P. falciparum luciferase growth in erythrocytes, 48 h; Potency, µM (series often up to 28.7 µM), without a hit: at the top dose activity change, negative = inhibition, usual class: inhibitors; 5.9% of 310,000 active; further: potency means the concentration at half of the fitted maximal effect; on the % scale 0 is the no-effect control and ±100 the full control effect
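Growth was read as firefly luciferase luminescence after a 48 h, 37 C, 5% CO2 exposure of compounds to reporter-bearing P. falciparum cultures (0.1% parasitemia, 2% hematocrit final) in Albumax-supplemented RPMI 1640.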
Shiga toxin inh – blocks Shiga toxin action in Vero cells | AID 2315 | Vero cells, Shiga toxin protein synthesis inhibition reporter | 9.2% of 290,000 active | inhibition, % at 38.7 µM; in the data active means inhibition mostly above about 28%, no sharp cut-off; inactive means mostly below about 43%; further: 0% is about no effect
TbPYK inhibitor – inhibitors of Trypanosoma brucei pyruvate kinase. Q57TT1. 0.12% of 410,000 active. AID 624173. TbPYK enzyme, Kinase-Glo Plus ATP luminescence, 45 min. Potency, µM (top dose mostly 76.8 µM), for the others: at the highest dose activity, negative = inhibition, actives largely listed as inhibitors; further: potency means the concentration at half of the fitted maximal effect; on the % scale 0 is the no-effect control and ±100 the full control effect; nearly all actives have a fitted effect of over 50% in size
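Enzyme and substrate buffer are dispensed first and compound is pin-transferred. ADP at 130 uM final then starts the reaction, which runs 45 min at room temperature. Detection reagent is added for 10 min before luminescence is imaged.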
Pf growth 96h – P. falciparum growth inhibition at 96 hours | P. falciparum luciferase reporter growth, 96 h | Potency, µM (series often up to 28.7 µM), for the others: top-dose activity change, negative = inhibition, hits mostly inhibitors | 6.9% of 320,000 active | AID 504834; further: potency means the concentration at half of the fitted maximal effect; on the % scale 0 is the no-effect control and ±100 the full control effect
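Cell-based qHTS: luciferase-tagged P. falciparum in erythrocytes (2% hematocrit, 0.05% parasitemia final) incubated with compounds for 96 hours, 37 C, 5% CO2; luciferase detection reagent then added and luminescence measured.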
HCV inh – inhibitors of hepatitis C virus infection; Potency, µM (top dose mostly 41.8 µM), inactives show at the top dose activity change, negative = inhibition, most hits filed as inhibitors; Huh7.5.1 HCVcc-Cre infection, luciferase reporter, 44 h; 3.4% of 340,000 active; further: potency means the concentration at half of the fitted maximal effect; on the % scale 0 is the no-effect control and ±100 the full control effect
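Whole-lifecycle infectious HCVcc-Cre system; cells 1,000/well, compound then virus (~0.5 moi) added 4 h after plating, 44 h culture. Luciferase read 15 sec following 15 min substrate incubation, room temp.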
* = called active by the depositor; ? = inconclusive; nt = not tested or not shown; & = joins results of further samples; [ ] = another dose, or the depositor's remark. Unless noted, the call rests on the fitted dose curve; in most records, active means well fitted curve in the direction sought with a large enough effect; inconclusive means small, poorly fitted or top-dose-only effect, or another doubt; inactive means no such curve, though single readings can be large; an effect the other way counts as inactive or inconclusive. The order is random; 24% or so of the library scored in one or more.

Below each SMILES: Pf growth 96h	LmPK inh	TbPYK inhibitor	Shiga toxin inh	Pf growth 48h	HCV inh	CHX counter
- O=C(Nc1ccc2c(c1)OCO2)C1COc2ccccc2O1 (configuration not stated)
→ -21%	-6%	-7%	107*	79%[activator]	2%	36*
- COc1ccc(/C=N/NC(=O)c2ccncc2)c(OC)c1
→ 0%	-8%	5%	20	-12%	-8%	5
- NC(=O)NC(c1ccc(Cl)cc1)c1ccccc1Cl (configuration not stated)
→ 16%	-1%	2%	-5	-4%	0%	-1
- Cc1ccc(C(=O)c2ccccc2C(=O)OCC(=O)NCCc2ccccc2)cc1
→ -15%	3%	3%	-8	-6%	-28%	3
- O=C(NCC1CCCO1)c1cc(NS(=O)(=O)c2cccs2)cc(NS(=O)(=O)c2cccs2)c1 (configuration not stated)
→ 18%	9%	-2%	-2	5%	10%	-1
- CCCNC(=O)CC(NS(=O)(=O)c1ccc(Cl)cc1)c1ccco1 (configuration not stated)
→ ?	1%	-4%	17	9%	-5%	1
- CCc1ccc(OCC2NCCc3cc(OC)c(OC)cc32)cc1 (configuration not stated)
→ 10%	2%	4%	-3	-3%	-2%	-2
- O=C1NC2(CCCCCC2)C(=O)N1Cc1ccc([N+](=O)[O-])cc1
→ ?	3%	2%	-8	5%	5%	-6
- Cc1ccc[n+](CC(=O)N2CCCc3ccccc32)c1
→ -6%	4%	0%	12	?	14%	1
- CCC(CC)NC(=O)Nc1ccc(C)cc1
→ 61%[activator]	0%	-2%	26	-7%	-8%	10
- CCCn1c(=O)c(C#N)cn(C2CC2)c1=O
→ 20%	2%	0%	21	15%	19%	-1
- CCOC(=O)c1cc(S(=O)(=O)NCc2ccc3c(c2)OCO3)cn1C
→ ?	-3%	-22%	2	1%	7%	2
- Cc1nc(Br)c(Br)c(C)c1Br
→ 45%[activator]	-1%	2%	18	5%	-14%	-1
- CCCCCc1ccc(-c2cn(CCc3c[nH]c4ccccc34)nn2)cc1
→ ?	1%	3%	-3	18%	?	1
- COc1ccccc1NC(=S)NC1CCC(CC2CCC(NC(=S)Nc3ccccc3OC)CC2)CC1 (configuration not stated)
→ 8.3µM*	2%	-2%	-1	12µM*	-8%	13

(more compounds)
Below each SMILES: Pf growth 96h	LmPK inh	TbPYK inhibitor	Shiga toxin inh	Pf growth 48h	HCV inh	CHX counter
- CN(C)S(=O)(=O)c1ccc(C(=O)NCc2nnc(SCC(=O)NCc3ccco3)o2)cc1
→ -15%	-3%	6%	-5	56%[activator]	nt	-1
- O=[N+]([O-])c1ccc2[nH]c3c(c2c1)CCCC3
→ 3%	1%	1%	2	-2%	11µM*	-1
- O=C(c1c(F)cccc1F)N(Cc1ccccc1)Cc1ccccc1
→ ?	-2%	1%	-12	-5%	-14%	-3
- COc1cc(C2NC(=S)NC(C)=C2C(=O)Nc2ccc(C)cc2)ccc1O (configuration not stated)
→ -6%	2%	-5%	71*	70%[activator]	-21%	45*
- O=C(O)Cc1ccc(OCc2ccc(Cl)nc2)cc1
→ 102%	-9%	2%	38	2%	9%	10
- O=C1Nc2ccccc2C12NCCc1c2[nH]c2ccccc12 (configuration not stated)
→ nt	4%	-3%	21	6.6µM*	14%	-2
- COCCN(C(=O)COC(=O)c1ccc(Cl)nc1)c1c(N)n(Cc2ccccc2)c(=O)[nH]c1=O
→ 15%	nt	-1%	nt	?	8%	nt
- CSc1nc2nc(-c3ccc(F)cc3)c(CCN3CCN(C)CC3)cn2n1
→ ?	-1%	2%	-7	?	3%	-1
- COc1ccc(OCCN(C)C(=O)c2cccc(S(=O)(=O)N(C)c3ccccc3)c2)cc1
→ ?	nt	-1%	nt	?	14µM*	nt
- COc1cccc(N(C(=O)CNC(=O)c2ccco2)C(C(=O)NC2CCCC2)c2ccco2)c1 (configuration not stated)
→ -2%	-1%	-6%	-7	?	9%	-5
- CCSc1nc2ccccc2n1S(=O)(=O)c1ccccc1
→ ?	-2%	2%	24	nt	18%	-2
- COc1ccc(CCN2CCCC(CN(C)C(=O)c3ccoc3)C2)cc1 (configuration not stated)
→ 0%	3%	-3%	142*	0%	21%	52*
- C=CCOC(=O)c1ccc(N2CCN(c3ccccc3)CC2)nc1
→ -15%	-6%	0%	34	2%	12%	20*
- Cc1ccc(CN2C(=O)CCC2C(=O)NCc2ccc(F)cc2)cc1 (configuration not stated)
→ 52%[activator]	-4%	-6%	-17	40%[activator]	-7%	-4
- Cc1ccc(CNC(=O)[C@H]2C[C@@H]2[C@H](NP(=O)(c2ccccc2)c2ccccc2)c2ccccc2)o1
→ ?	2%	-2%	3	?	-15%	-1

Other results
Below each SMILES: Pf growth 96h	LmPK inh	TbPYK inhibitor	Shiga toxin inh	Pf growth 48h	HCV inh	CHX counter
- CCOC(=O)c1nc(NNC(=O)c2ccc([N+](=O)[O-])cc2)sc1C
→ 3.3µM*	3%	-21%	8	?	?	2
- Cc1cccc(-n2ncc3c(=O)[nH]c(SCC(=O)NCCC4=CCCCC4)nc32)c1
→ ?	nt	2%	nt	-27%	0%	nt
- CC/C(=N\NC(=O)c1c(C)nc2ccccn12)c1ccccc1
→ ?	7%	-5%	-5	9%	-21%	1
- CCOC(=O)c1ccc(-c2ccc(/C=C(\C#N)C(=O)NCC3CCCO3)o2)cc1 (configuration not stated)
→ 20%	3%	-1%	-13	28%	-29%	-3
- COC(=O)c1cc(NC(=O)c2cc(-c3ccc(C(F)(F)F)cc3)oc2C(F)(F)F)ccc1N1CCOCC1
→ 1.5µM*	5%	2%	3	2.1µM*	3.5µM*	1
- Cc1ccc(S(=O)(=O)N(C)CC(=O)OCC(=O)NCCN2C(=O)CSC2=O)cc1
→ 0%	nt	1%	nt	47%[activator]	14%	nt
- CCc1cc2c(cc3c(=O)n(CC(=O)NCCCN4CCCCCC4)nc(CC)n32)s1
→ ?	2%	-10%	17	-17%	?	-1
- COc1ccc(N2CCN(C(=O)CCc3nc(-c4ccc(C)cc4)no3)CC2)cc1
→ nt	20%	-2%	-9	nt	?	-4
- O=c1c2cccnc2[nH]c(=S)n1Cc1ccccc1
→ 39%[activator]	0%	2%	2	7%	13%	-3
- CC1C/C(=N\NC(N)=S)c2cc(Cl)ccc2S1 (configuration not stated)
→ 1.9µM*	8%	2%	-12	?	-19%	-2
- O=C(O)Cn1c(SCCOc2ccccc2)nc2ccccc21
→ 8.3µM*	-3%	2%	4	13%	3%	8
- O=C(O)[C@@H]1Cc2c([nH]c3ccccc23)C2CCC(=O)N21 (some centres not stated)
→ 21%	9%	-3%	-15	13%	16%	-2
- CNC(=O)NC1CCCCc2sccc21 (configuration not stated)
→ 21%	-2%	-5%	-11	15%	19%	-5
- Cc1c(C(=O)OC(C)C)sc(N)c1C(=O)OC(C)C
→ 23%	4%	-2%	107*	49%[activator]	?	32*
- COc1ccc(CN2CCn3nc(C(=O)NC4CC4)cc3C2=O)cc1
→ ?	1%	-3%	2	?	?	5

Next section, starting with the last 2 of the part before.
Below each SMILES: Pf growth 96h	LmPK inh	TbPYK inhibitor	Shiga toxin inh	Pf growth 48h	HCV inh	CHX counter
- Cc1c(C(=O)OC(C)C)sc(N)c1C(=O)OC(C)C
→ 23%	4%	-2%	107*	49%[activator]	?	32*
- COc1ccc(CN2CCn3nc(C(=O)NC4CC4)cc3C2=O)cc1
→ ?	1%	-3%	2	?	?	5
- CC1=CC=CC2=NC(=O)CC(C)(C(=O)N(CC(=O)NC3CCCC3)c3ccccc3C)N12 (configuration not stated)
→ 3%	-7%	5%	-10	nt	4%	-3
- O=S1(=O)NC2c3ccccc3CC2O1 (configuration not stated)
→ -27%	2%	-10%	-2	60%	1%	4
- O=C(CC12CC3CC(CC(C3)C1)C2)Nc1ccc2c(c1)COC2=O
→ ?	3%	1%	-19	-7%	15%	-3
- COc1ccc([N+](=O)[O-])cc1NS(=O)(=O)Cc1ccccc1
→ 3%	0%	-1%	-7	2%	-2%	-1
- Cc1cccnc1NC(=O)CSc1nnc(CNC(=O)c2cccc([N+](=O)[O-])c2)n1C
→ ?	0%	-10%	-11	2%	-1%	-2
- CCOC(=O)CCC(=O)N1CCOCCOCCN(C(=O)CCC(=O)OCC)CCOCC1
→ -4%	12%	-1%	-9	nt	-3%	-4
- CCNC(=O)Nn1c(-c2ccccc2)nc2ccccc2c1=O
→ -13%	-1%	-1%	0	-3%	-1%	5
- CCCCn1c(N)c(N(C(=O)CSc2nnc(C)n2-c2ccccc2)C2CCCC2)c(=O)[nH]c1=O
→ -20%	nt	1%	nt	-24%	-7%	nt
- CCCCN(CC)S(=O)(=O)N1CCC(C(=O)NCc2ccc(F)cc2)CC1
→ 162%[activator]	-1%	-8%	1	-22%	-12%	-4
- O=C(NCc1ccco1)c1cc(-c2ccc(Cl)cc2)on1
→ -8%	-3%	7%	77	76%[activator]	5%	20*
- Cc1ccc(CS(=O)Cc2ccc(C(=O)NC3CCCCC3)o2)cc1 (configuration not stated)
→ ?	0%	0%	-11	?	-2%	-1
- COc1ccc(-n2cnnc2SCC(=O)c2cc(C)n(Cc3cccs3)c2C)cc1
→ -3%	-1%	-12%	-1	-24%	?	-4
- CCCC(=O)Nc1ccc(N2CCN(CC)CC2)c(Cl)c1
→ 72%[activator]	-1%	1%	16	-1%	-10%	1
- COc1ccc(CNC(=O)CSc2nn3c(=O)c(C(C)(C)C)nnc3s2)cc1OC
→ ?	3%	1%	-7	?	?	-1
- O=C(COC(=O)c1ccc(Cl)c(S(=O)(=O)N2CCOCC2)c1)Nc1ccc2[nH]c(=O)[nH]c2c1
→ -27%	nt	1%	nt	5%	8%	nt

Next results
Below each SMILES: Pf growth 96h	LmPK inh	TbPYK inhibitor	Shiga toxin inh	Pf growth 48h	HCV inh	CHX counter
- CCCCC/C=C\C/C=C\C/C=C\CCCCC(=O)O
→ 0%&-8%	nt	6%&7%	nt	?	27%	nt
- CCN(CC(=O)Nc1c(F)cccc1F)C(=O)CSCC(=O)Nc1ccc(OC)cc1
→ 5%	nt	1%	nt	10%	12%	nt
- Cc1cccn2c(=O)c3cc(S(=O)(=O)c4ccc(Br)cc4)c(=N)n(C4CCCCC4)c3nc12
→ ?	2%	-2%	-8	?	?	-7
- O=C(Cc1ccc(Cl)cc1)OCc1nnc(-c2ccccc2)o1
→ 13%	-2%	-4%	-9	14%	8%	-1
- COC(=O)Cc1ccc(Oc2ncc(C(F)(F)F)cc2Cl)cc1
→ 72%[activator]	-4%	7%	26	33%[activator]	-13%	10
- Cc1ccc(-c2csc(NC(=O)c3cccc(S(=O)(=O)N4CCN(C)CC4)c3)n2)cc1
→ 7.4µM*	-1%	0%	-3	10%	?	-2
- CCOC(=O)CSc1nc2c(cnn2-c2ccc(F)cc2)c(=O)[nH]1
→ 9%	0%	-8%	-2	nt	-9%	-2
- COc1ccc(C(=O)CC2SC(N)=NC2=O)cc1 (configuration not stated)
→ 0%	-4%	0%	2	13%	4%	-2
- CCCS(=O)(=O)N1CCC(C(=O)c2cccc(C(F)(F)F)c2)CC1
→ nt	3%	-1%	-18	11%	-1%	-7
- CCCn1c(SCC(=O)NCc2ccc(F)cc2)n[nH]c1=O
→ ?	-1%	4%	-12	31%[activator]	8%	-7
- COc1ccc(C)cc1C(=O)CCC(=O)N1CCN(c2ccccc2F)CC1
→ ?	nt	-10%	nt	0%	-21%	nt

Assay outcomes from PubChem BioAssay.
